sEH inh: soluble epoxide hydrolase inhibitors, primary screen, biochemical, human sEH. inhibition, % at 2 µM. 0.34% of 91,000 active. Bifunctional epoxide hydrolase 2 (Homo sapiens), P34913. recombinant human sEH enzymatic activity assay; in the data active = inhibition above about 80%; note: values of inactives mirror those of a sister screen read the other way; many of its hits are not listed in these tables
VCAM1 TNFa inh: inhibitors of TNFa-induced VCAM1 expression, primary screen, imaging, HUVEC, TNFa stimulus, immunofluorescence | 0.48% of 95,000 active | inhibition, % at 2 µM | HUVEC TNFa-induced VCAM-1 immunofluorescence, high-content imaging | AID 802, 2007;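 active = inhibition above the batch mean plus 3 SD, with images confirmed as a hit by eye, cut at about 37% in these data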;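 note: 0% = TNF-stimulated DMSO wells and 100% = unstimulated control wells; not every result past the cut was called active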
PLK1 PBD inh: Plk1 polo box domain binding inhibitors, primary screen, biochemical, fluorescence polarization. AID 693, 2007. inhibition, %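 (tested at about 20 µM)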. Serine/threonine-protein kinase PLK1 (Homo sapiens), P53350. Plk1 PBD phosphopeptide binding. 0.13% of 97,000 active; in the data active = inhibition above about 34%, passing the limit was not always enough
E coli WT exp: growth inhibitors of wild-type E. coli, primary screen, strain BW25113, expanded library, OD600; OD600 absorbance; growth inhibition, % at 100 µM; 0.15% of 98,000 active; AID 710, 2007;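 active = growth inhibition above about 50% at one test dose, limit read from the data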;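 note: growth measured after 20 h incubation at 37 °C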
hDAT+cocaine: changed hDAT dopamine uptake under cocaine IC80, either direction, primary screen, cocaine antagonist project, cell-based, LLC-PK1 hDAT, [14C]-dopamine uptake, MLSMR. Sodium-dependent dopamine transporter (Homo sapiens), Q01959. LLC-PK1 hDAT cells, [14C]-dopamine uptake with cocaine IC80; actives deviate in either direction. B-score at 10 µM. 1.3% of 110,000 active;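 active = Z score or B-score, a plate-position-corrected score, falls beyond the plate's 99.7% confidence bounds, in either direction; inactive = both scores lie inside the 99.7% bounds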;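 note: scored against the spread of the other compound wells on the same plate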
Target sequence (Q01959 whole entry, looked up): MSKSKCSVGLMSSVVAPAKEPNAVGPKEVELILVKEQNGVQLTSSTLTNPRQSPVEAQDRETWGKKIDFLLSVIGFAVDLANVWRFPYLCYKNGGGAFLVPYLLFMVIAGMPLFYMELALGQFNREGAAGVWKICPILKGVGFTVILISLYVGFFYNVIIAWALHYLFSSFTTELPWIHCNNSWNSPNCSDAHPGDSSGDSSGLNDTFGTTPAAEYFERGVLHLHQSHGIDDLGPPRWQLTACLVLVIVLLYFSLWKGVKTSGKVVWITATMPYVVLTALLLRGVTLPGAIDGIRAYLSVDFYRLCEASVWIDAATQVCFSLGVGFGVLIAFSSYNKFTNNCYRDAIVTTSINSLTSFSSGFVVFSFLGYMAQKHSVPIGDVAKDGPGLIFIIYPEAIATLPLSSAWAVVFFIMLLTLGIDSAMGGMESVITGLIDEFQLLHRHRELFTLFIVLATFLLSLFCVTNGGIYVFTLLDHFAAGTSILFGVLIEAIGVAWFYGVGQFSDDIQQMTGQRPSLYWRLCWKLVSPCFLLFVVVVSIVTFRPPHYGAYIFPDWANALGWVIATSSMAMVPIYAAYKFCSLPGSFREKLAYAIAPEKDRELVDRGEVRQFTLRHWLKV
HUVEC tox TNFa: cytotoxicity in TNFa-stimulated HUVEC, primary screen, cytotoxicity control for VCAM1 expression modulator project, imaging, Hoechst nuclei count | AID 848, 2007 | 0.17% of 93,000 active | HUVEC TNFalpha-stimulated, Hoechst cell count | cell count reduction, % at 2 µM;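 active = cell count reduction exceeding the screen mean by over 5 SD, scaled to untreated wells per plate, cut at about 78% in these data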;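 note: cells counted after 24 h of TNF alpha exposure following the 1 h pretreatment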
HUVEC tox IL1B: cytotoxicity in IL-1B stimulated HUVEC, primary screen, cytotoxicity control for IL-1B NFkB translocation project, imaging, Hoechst nuclear count, IL-1B stimulus. HUVEC cell count loss. cell count reduction, % at 2 µM. 0.41% of 94,000 active;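 active = cell count reduction more than 3 SD above the screen-wide mean, cut at about 70% in these data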;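 note: normalized per plate to untreated control cells as the no-loss baseline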
F-actin modifier: modifiers of F-actin cytoskeleton organization, primary screen, imaging, HUVEC, phalloidin staining, high-content imaging; inhibition, % at 2 µM; HUVEC TNFa F-actin phalloidin imaging; 0.18% of 91,000 active;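 active = inhibition above the batch mean plus 3 SD and confirmed as a hit by visual image inspection, cut at about 30% in these data, passing the limit was not always enough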; note: strong numbers were not always called active
PLK1 inh: human PLK1 kinase inhibitors, primary screen, biochemical, TR-FRET. 0.53% of 97,000 active. recombinant PLK1 kinase, TR-FRET peptide phosphorylation. AID 619, 2007. inhibition, % at 10 µM;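 active = inhibition of 50% or more in the single-concentration screen; inactive = inhibition below 50%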;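 note: 0% = DMSO max control and 100% = H-89 dihydrochloride min control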
The depositor's hits bear a star.

For O=C(CSCc1cccc(CSCC(=O)Nc2ccc3ccccc3c2)n1)Nc1ccc2ccccc2c1 the results were sEH inh 24, VCAM1 TNFa inh -4, PLK1 PBD inh -6, E coli WT exp -18, HUVEC tox IL1B 4, F-actin modifier -8 and PLK1 inh -11.
Screening Cc1ccc(S(=O)(=O)/C(C#N)=C/c2c(N3CCN(C)CC3)nc3ccccn3c2=O)cc1 returned sEH inh 0, VCAM1 TNFa inh -4, PLK1 PBD inh -15, E coli WT exp 4, hDAT+cocaine 1.1, HUVEC tox TNFa -8, HUVEC tox IL1B -113, F-actin modifier -23 and PLK1 inh -4.
For COc1ccc(-c2cc(C(F)(F)F)c(C#N)c(SCC(=O)Nc3ccc(C)cc3)n2)cc1 the results were sEH inh 7, VCAM1 TNFa inh 0, PLK1 PBD inh -10, E coli WT exp 3, hDAT+cocaine -0.11, HUVEC tox TNFa -11, HUVEC tox IL1B -14, F-actin modifier -4 and PLK1 inh -8.
Cc1nnc(N2CCN(Cc3ccccc3)CC2)[nH]c1=O was read as sEH inh -11, VCAM1 TNFa inh -7, PLK1 PBD inh 7, E coli WT exp 1, hDAT+cocaine -1.7, HUVEC tox IL1B -6, F-actin modifier -1 and PLK1 inh 2.
`O=C1C2CCCN2C(c2ccc(F)c(F)c2)N1c1cccc(Cl)c1` (stereo unspecified) gave sEH inh 8, VCAM1 TNFa inh 14, PLK1 PBD inh -16, E coli WT exp 2, hDAT+cocaine -0.053, HUVEC tox TNFa -4, HUVEC tox IL1B 11, F-actin modifier -8 and PLK1 inh -7.
For Cc1nnc(SCC(=O)c2cc(C)n(C3CC3)c2C)s1 the results were sEH inh -8, VCAM1 TNFa inh -1, PLK1 PBD inh -3, E coli WT exp -1, hDAT+cocaine 0.28, HUVEC tox TNFa -8, HUVEC tox IL1B 8, F-actin modifier 33 and PLK1 inh -7.
`CCCOC(=O)c1ccc(NC(=O)c2ccoc2C)cc1` gave sEH inh -1, VCAM1 TNFa inh -3, PLK1 PBD inh -2, E coli WT exp -4, hDAT+cocaine -0.35, HUVEC tox IL1B 0, F-actin modifier 9 and PLK1 inh -3.
For CCOC(=O)c1c(NC(=O)C2c3ccccc3Oc3ccccc32)sc(C(C)=O)c1C the results were sEH inh 4, VCAM1 TNFa inh -5, PLK1 PBD inh -12, E coli WT exp -13, hDAT+cocaine 0.67, HUVEC tox TNFa -24, HUVEC tox IL1B -96, F-actin modifier 16 and PLK1 inh -12.
CCCCOc1ccc(C(=O)OC2CC(C)N(C)CC2C)cc1 (stereo unspecified) was read as sEH inh 6, VCAM1 TNFa inh 17, PLK1 PBD inh -8, E coli WT exp 17, hDAT+cocaine 0.76, HUVEC tox TNFa -1, HUVEC tox IL1B -54, F-actin modifier 10 and PLK1 inh -15.
Screening CCCCc1ccc(NC=C2C(=O)OC3(CCCCC3)OC2=O)cc1 returned sEH inh 0, VCAM1 TNFa inh 14, PLK1 PBD inh 10, E coli WT exp -8, hDAT+cocaine 0.047, HUVEC tox TNFa -8, HUVEC tox IL1B 26, F-actin modifier 0 and PLK1 inh 2.
CC(Sc1nnc2ccccn12)C(=O)Nc1ccc(Cl)cn1 (stereo unspecified) was read as VCAM1 TNFa inh -19, PLK1 PBD inh -9, E coli WT exp 0, hDAT+cocaine -0.22, HUVEC tox TNFa -23, HUVEC tox IL1B -34, F-actin modifier -4 and PLK1 inh -8.
Cc1ccc(CNc2cnccn2)cc1 was read as sEH inh 2, VCAM1 TNFa inh 1, PLK1 PBD inh -26, E coli WT exp 11, hDAT+cocaine -1, HUVEC tox TNFa 8, HUVEC tox IL1B -26, F-actin modifier -22 and PLK1 inh -6.
For CCCCNC(=O)Nc1nnc(-c2ccccc2)o1 the results were sEH inh 7, VCAM1 TNFa inh 0, PLK1 PBD inh -1, E coli WT exp 12, hDAT+cocaine 1.2, HUVEC tox TNFa -6, HUVEC tox IL1B -15, F-actin modifier -17 and PLK1 inh -10.
Screening COc1ccc(/C=C/C(=O)c2ccccc2O)cc1CN1CCOCC1 returned sEH inh 2, VCAM1 TNFa inh -6, PLK1 PBD inh -10, E coli WT exp 1, hDAT+cocaine 0.022, HUVEC tox TNFa -41, HUVEC tox IL1B 5, F-actin modifier 2 and PLK1 inh -19.
For CC(=O)c1cc(F)c(N2CCCCCC2)cc1C the results were sEH inh 5, VCAM1 TNFa inh -12, PLK1 PBD inh 13, hDAT+cocaine -1, HUVEC tox TNFa -20, HUVEC tox IL1B -21, F-actin modifier -21 and PLK1 inh -18.
Screening CC(C)(C)NC(=O)CSc1nnnn1C(C)(C)C returned sEH inh 9, VCAM1 TNFa inh 6, PLK1 PBD inh -16, E coli WT exp 5, hDAT+cocaine -0.35, HUVEC tox TNFa -12, HUVEC tox IL1B -46, F-actin modifier -38 and PLK1 inh -4.
COc1ccc(CC(=O)NC(C)c2nnc(SCC(=O)Nc3nc(C)cs3)n2C)cc1 (stereo unspecified) was read as sEH inh 9, VCAM1 TNFa inh -8, PLK1 PBD inh 10, E coli WT exp 10, hDAT+cocaine 1.1, HUVEC tox TNFa -12, HUVEC tox IL1B 9, F-actin modifier 4 and PLK1 inh -13.
Screening O=C(Nc1cc(Cl)ccn1)C1CCN(S(=O)(=O)c2cccs2)CC1 returned sEH inh 11, VCAM1 TNFa inh -9, PLK1 PBD inh -18, E coli WT exp -1, HUVEC tox TNFa -6, HUVEC tox IL1B 4 and PLK1 inh -18.
For CCc1nnc(NC(=O)CSc2nnnn2-c2cccc(C(=O)OC)c2)s1 the results were sEH inh 7, VCAM1 TNFa inh -8, PLK1 PBD inh -12, E coli WT exp -1, hDAT+cocaine 0.36, HUVEC tox TNFa -14, HUVEC tox IL1B -18, F-actin modifier -29 and PLK1 inh -3.
For Cc1cc(C(=O)NNC(=S)NCC(C)C)no1 the results were sEH inh 8, VCAM1 TNFa inh 8, PLK1 PBD inh 14, E coli WT exp 3, hDAT+cocaine -0.38, HUVEC tox TNFa -9, HUVEC tox IL1B -1, F-actin modifier -12 and PLK1 inh -4.
`COC(=O)Cc1c(C)nc2nc[nH]n2c1=O` gave sEH inh -6, VCAM1 TNFa inh -48, PLK1 PBD inh -9, E coli WT exp -3, hDAT+cocaine -0.23, HUVEC tox IL1B -4, F-actin modifier 4 and PLK1 inh -6.
For O=C(N/N=C/c1ccc(Br)o1)/C(=C/c1ccc([N+](=O)[O-])cc1)NC(=O)c1ccccc1 the results were sEH inh -3, VCAM1 TNFa inh 6, PLK1 PBD inh 8, E coli WT exp -13, hDAT+cocaine -0.042, HUVEC tox TNFa 5, F-actin modifier -13 and PLK1 inh -5.
`Cc1ccc(NC(=O)CC(O)(C(F)(F)F)C(F)(F)F)cc1` gave sEH inh 2, VCAM1 TNFa inh -2, PLK1 PBD inh -18, E coli WT exp 27, hDAT+cocaine -2.6, HUVEC tox TNFa -24, HUVEC tox IL1B -28, F-actin modifier 9 and PLK1 inh -10.
Screening CCCc1cc(=O)n2c(nc3ccccc32)[nH]1 returned sEH inh -6, PLK1 PBD inh 2, E coli WT exp 3, hDAT+cocaine -0.079, HUVEC tox IL1B -24 and PLK1 inh -12.
For COc1ccc(C(=S)Nc2ccc(N(C)C)cc2)cc1 the results were sEH inh -2, VCAM1 TNFa inh 14, PLK1 PBD inh -20, E coli WT exp -10, hDAT+cocaine 0.55, HUVEC tox TNFa -23, HUVEC tox IL1B 1, F-actin modifier 0 and PLK1 inh -8.
COc1ccc(-c2coc3cc4oc(=O)cc(C)c4cc23)cc1F was read as sEH inh -18, VCAM1 TNFa inh -26, PLK1 PBD inh -24, E coli WT exp -23, hDAT+cocaine -0.31, HUVEC tox TNFa 0, HUVEC tox IL1B 5, F-actin modifier -2 and PLK1 inh -15.
For Cc1sc2nc(C3CC3)nc(NCCNS(=O)(=O)c3ccccc3)c2c1C the results were sEH inh -6, VCAM1 TNFa inh 2, PLK1 PBD inh -11, hDAT+cocaine 0.86, HUVEC tox TNFa -23, HUVEC tox IL1B -16, F-actin modifier 11 and PLK1 inh -8.
Screening O=C(O)c1cccc(NC(=O)C23CC4CC(C2)CC(n2cnc(Cl)n2)(C4)C3)c1 returned sEH inh -1, VCAM1 TNFa inh 28, PLK1 PBD inh -26, E coli WT exp -2, hDAT+cocaine -0.94, HUVEC tox TNFa -21, HUVEC tox IL1B -7, F-actin modifier 2 and PLK1 inh -8.
`CCOc1ccc(C2=[N+]([O-])C(C)(C)N(O)C2(C)C)cc1` gave sEH inh -3, PLK1 PBD inh -19, E coli WT exp -6, hDAT+cocaine 0.2 and PLK1 inh 5.
For C=CCNC(=S)NNC(=O)c1ccc(OC(C)C)cc1 the results were sEH inh -2, VCAM1 TNFa inh -7, PLK1 PBD inh 8, E coli WT exp 0, hDAT+cocaine -0.92, HUVEC tox TNFa 5, HUVEC tox IL1B 4, F-actin modifier -40 and PLK1 inh -15.
`CCCCCn1c(C(C)NC(=O)CCC)nc2ccccc21` (stereo unspecified) gave sEH inh -9, VCAM1 TNFa inh 11, PLK1 PBD inh 16, E coli WT exp -3, hDAT+cocaine -0.29, HUVEC tox TNFa -10, HUVEC tox IL1B -3, F-actin modifier -8 and PLK1 inh -15.
For COc1ccccc1N/C(=N/S(=O)(=O)c1ccc(C)cc1)c1ccc(Cl)cc1 the results were sEH inh -9, VCAM1 TNFa inh -1, PLK1 PBD inh 1, E coli WT exp -19, hDAT+cocaine 0.003, HUVEC tox TNFa 8, HUVEC tox IL1B -66, F-actin modifier 9 and PLK1 inh -2.
COc1ccc(C2C(C(N)=O)=C(C)Nc3nc(-c4ccccc4OC)nn32)cc1OC (stereo unspecified) was read as sEH inh -3, VCAM1 TNFa inh 10, PLK1 PBD inh -23, E coli WT exp -1, hDAT+cocaine -0.073, HUVEC tox TNFa -16, HUVEC tox IL1B -1, F-actin modifier 23 and PLK1 inh -3.
Screening CCCSc1nc(C)c(CC(=O)O)c(=O)[nH]1 returned sEH inh 1, VCAM1 TNFa inh -32, PLK1 PBD inh -3, E coli WT exp -3, hDAT+cocaine -0.71, HUVEC tox TNFa -13, HUVEC tox IL1B 16, F-actin modifier 14 and PLK1 inh 3.
`O=C(NCCN1CCN(Cc2ccc([N+](=O)[O-])cc2)CC1)C(=O)Nc1ccccc1` gave sEH inh -6, VCAM1 TNFa inh 0, PLK1 PBD inh 14, E coli WT exp -9, hDAT+cocaine -1.3, HUVEC tox TNFa -3, HUVEC tox IL1B 27, F-actin modifier 4 and PLK1 inh -8.
`O=C(O)c1ccc(-n2nnnc2Oc2cccc3cccnc23)cc1` gave sEH inh 6, VCAM1 TNFa inh -21, PLK1 PBD inh -2, E coli WT exp -5, hDAT+cocaine -0.049, HUVEC tox TNFa -3, HUVEC tox IL1B 0, F-actin modifier 6 and PLK1 inh -2.
`CCOCC(=O)Nc1cc(C(=O)Nc2cccc(C)c2C)ccc1Cl` gave sEH inh 3, VCAM1 TNFa inh -9, PLK1 PBD inh -30, E coli WT exp -2, HUVEC tox TNFa 3, HUVEC tox IL1B 13, F-actin modifier -37 and PLK1 inh -11.

Reprinted at random: 2 records from the list, in no set order.
Screening O=C(Nc1cc(Cl)ccn1)C1CCN(S(=O)(=O)c2cccs2)CC1 returned sEH inh 11, VCAM1 TNFa inh -9, PLK1 PBD inh -18, E coli WT exp -1, HUVEC tox TNFa -6, HUVEC tox IL1B 4 and PLK1 inh -18.
`Cc1ccc(NC(=O)CC(O)(C(F)(F)F)C(F)(F)F)cc1` gave sEH inh 2, VCAM1 TNFa inh -2, PLK1 PBD inh -18, E coli WT exp 27, hDAT+cocaine -2.6, HUVEC tox TNFa -24, HUVEC tox IL1B -28, F-actin modifier 9 and PLK1 inh -10.
